PKM2 act = qHTS Assay for Activators of Human Muscle isoform 2 Pyruvate Kinase; purified PKM2, Kinase-Glo ATP luminescence, activation; response scale: 0% is enzyme alone, no compound; Potency, µM (series often up to 57.5 µM), inactives show top-dose activation, actives largely listed as activators; 260,000 compounds, 0.34% hits; also: potency is read from the fitted curve at half-maximal effect; % is scaled to controls: 0 for no effect and ±100 for the full control effect; nearly all actives have a fitted effect of over 55% in size
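Kinase-Glo luminescence reports ATP generated from ADP (0.1 mM) and PEP (0.5 mM) by purified hPK-M2 after 1 h at room temperature, pH 7.2 imidazole buffer; intermediate enzyme activity allows detecting inhibitors and activators.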
Menin-MLL TR inh = qHTS Assay for Inhibitors Targeting the Menin-MLL Interaction in MLL Related Leukemias: Competition With Texas Red Labeled MLL-derived Mutant Peptide; O00255; Menin + Texas Red MLL mutant peptide, fluorescence polarization; Potency, µM (series often up to 61.6 µM), for inactives: at the top dose FP activity change, negative = inhibition, actives largely listed as inhibitors; 270,000 compounds, 0.23% hits; active = well fitted inhibition curve with a large enough effect in the polarisation, with a control signal flat, not every such curve was filed as active; inconclusive = small, poorly fitted or top-dose-only effect, or effect the other way, or a change in a side signal; inactive = no such curve, though single readings can be large or run the other way; the % refers to the polarisation; also: potency is read from the fitted curve at half-maximal effect; % of control where 0% means no effect; many of its hits are not listed in these tables
GALK inh = qHTS Assay for Inhibitors of Human Galactokinase (GALK); P51570; Purified GALK, Kinase-Glo residual ATP luminescence; Potency, µM (series often up to 57.5 µM), for inactives: top-dose activity change, negative = inhibition, usual class: inhibitors; 270,000 compounds, 0.007% hits; AID 1868, 2009; also: potency is read from the fitted curve at half-maximal effect; % is scaled to controls: 0 for no effect and ±100 for the full control effect
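Luminescence from leftover ATP (Ultra-Glo luciferase/luciferin) served as read-out after a 1 h room-temperature reaction of 5 nM GALK with 35 uM ATP and 100 uM galactose.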
Tb PFK inh = qHTS Assay to Find Inhibitors of T. brucei phosphofructokinase; ATP-dependent 6-phosphofructokinase (Trypanosoma brucei brucei), O15648; AID 485367, 2010; 330,000 compounds, 0.17% hits; Potency, µM (top dose mostly 57.5 µM), for the others: at the top dose activity, negative = inhibition, hits mostly inhibitors; T. brucei PFK, ADP-Glo luminescence;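 also: potency is read from the fitted curve at half-maximal effect; 0% = uninhibited 1x PFK enzyme wells and -100% = no-enzyme wells; nearly all actives have a fitted effect of over 60% in size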
Target sequence (O15648 whole entry, looked up): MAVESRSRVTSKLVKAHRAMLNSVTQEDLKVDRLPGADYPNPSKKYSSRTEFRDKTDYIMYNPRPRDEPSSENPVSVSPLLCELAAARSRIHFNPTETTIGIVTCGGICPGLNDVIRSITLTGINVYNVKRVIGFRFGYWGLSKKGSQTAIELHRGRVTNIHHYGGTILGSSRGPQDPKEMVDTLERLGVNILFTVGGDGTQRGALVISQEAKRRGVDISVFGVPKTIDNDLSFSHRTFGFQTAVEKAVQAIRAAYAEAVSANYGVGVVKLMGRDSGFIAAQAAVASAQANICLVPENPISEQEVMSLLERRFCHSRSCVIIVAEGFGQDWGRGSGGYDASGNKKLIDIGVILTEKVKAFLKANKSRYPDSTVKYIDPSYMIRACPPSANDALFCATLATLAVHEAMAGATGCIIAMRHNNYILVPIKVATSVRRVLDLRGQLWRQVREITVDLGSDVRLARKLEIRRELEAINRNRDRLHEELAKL
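In TEA buffer at pH 8.0 with 5 mM MgCl2, enzyme (1.25 nM) converted F6P (0.5 mM) and ATP (0.1 mM) for 45 min at room temperature. ADP product was read by luciferase luminescence.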
B2AR arrestin = qHTS assay of beta-arrestin-biased ligands of beta2-adrenergic receptor; Beta-2 adrenergic receptor (Homo sapiens), P07550; beta-arrestin recruitment to beta2AR, cell-based reporter; Potency, µM (highest dose often 46.1 µM), without a hit: at the highest dose activation, actives largely listed as activators; 330,000 compounds, 0.02% hits;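 also: potency is read from the fitted curve at half-maximal effect; 0% = DMSO controls and full agonism = EC100 isoproterenol or metaproterenol; nearly all actives have a fitted effect of over 65% in size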
Integrin act MD = qHTS for Activators of Integrin-Mediated Alleviation for Muscular Dystrophy; 350,000 compounds, 0.064% hits; AID 624291, 2012; alpha7betagal myoblasts, beta-gal FDG fluorescence, 48 h; Potency, µM (titrated, usually from 38.3 µM), inactives show at the top dose activation, most hits filed as activators;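 also: potency is read from the fitted curve at half-maximal effect; 100% = response of the positive control SU9516; nearly all actives have a fitted effect of over 60% in size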
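alpha7betagal+/- myoblasts (passage 13, 250/well) treated 48 h at 37C with compounds at 1:260 dilution of DMSO stock. Lysed, then beta-galactosidase activity read as FDG fluorescence (ex 480/em 540) after 30 min, with pre-read for autofluorescence.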
ASM inhibitor = Inhibitors of Secretory Acid Sphingomyelinase (S-ASM): qHTS. Sphingomyelin phosphodiesterase (Homo sapiens), P17405. placental ASM, HMU-PC fluorogenic substrate, 60 min. Potency, µM (top dose mostly 57.5 µM), for inactives: at the top dose activity change, negative = inhibition, hits mostly inhibitors. 340,000 compounds, 0.006% hits; also: potency is read from the fitted curve at half-maximal effect
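qHTS format. ASM enzyme prepared from human placenta hydrolyses the fluorogenic substrate HMU-PC0 (9 uM final) over 60 min at 37 °C after a 10 min compound preincubation.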
PTAP TSG101 blk = qHTS Assay for Iinhibitors of HIV-1 Budding by Blocking the Interaction of PTAP/TSG101; Tumor susceptibility gene 101 protein (Homo sapiens), Q99816; Fluorescence polarization, FITC-PTAP peptide / Tsg101 binding; Potency, µM (titrated, usually from 115 µM), for inactives: at the top dose activity change, negative = inhibition, most hits filed as inhibitors; 340,000 tested, under 10 active; AID 493005, 2010; active = well fitted inhibition curve with a large enough effect in the main read-out, with a control signal flat, not every such curve was filed as active; inconclusive = small, poorly fitted or top-dose-only effect, or effect the other way, or a change in a side signal; inactive = no such curve, though single readings can be large or run the other way; also: potency is read from the fitted curve at half-maximal effect; % of control where 0% means no effect
Target sequence (Q99816 whole entry, looked up): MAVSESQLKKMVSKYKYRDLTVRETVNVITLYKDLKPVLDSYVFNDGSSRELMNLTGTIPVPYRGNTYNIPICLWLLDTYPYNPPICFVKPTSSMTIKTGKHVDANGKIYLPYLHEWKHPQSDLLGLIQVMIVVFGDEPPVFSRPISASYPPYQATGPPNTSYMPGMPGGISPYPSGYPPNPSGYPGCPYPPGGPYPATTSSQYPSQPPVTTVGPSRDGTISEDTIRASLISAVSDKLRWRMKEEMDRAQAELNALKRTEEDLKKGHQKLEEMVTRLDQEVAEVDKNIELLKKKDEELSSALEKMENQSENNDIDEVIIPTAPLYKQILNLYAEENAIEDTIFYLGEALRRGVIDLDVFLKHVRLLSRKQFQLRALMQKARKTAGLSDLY
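FP read-out: FITC-PTAP peptide, 50 nM final, binding Tsg101 binding domain, 10 uM final; 20 min, r.t.; 10 mM HEPES pH 7.5, 0.15 M NaCl, 0.01% Tween 20, 3 mM EDTA, 0.1 mM TCEP.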
Giardia killer = Small Molecules that selectively kill Giardia lamblia: qHTS; 340,000 compounds, 0.15% hits; Giardia lamblia trophozoite viability; AID 540267, 2011; activity change, % at 7.66 µM, hits read low; in the data active = activity change below about -80%; inconclusive = between about -30% and that limit;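 also: parasites exposed to compound for two days anaerobically before the ATP read; % is scaled to controls: 0 for no effect and ±100 for the full control effect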
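Anaerobic 48 hrs incubation at 37 deg C of 100 trophozoites/well with test compounds; ATPLite 1-Step luminescence, 15-30 min RT, reports cellular ATP as viability.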
FBPA coupling cs = qHTS Assay for Inhibitors of Fructose-1,6-bisphosphate Aldolase from Giardia Lamblia: Coupling assay counterscreen; coupling enzyme system counterscreen, AmpLite Red fluorescence; activity change, negative = inhibition, % at 58.2 µM, hits read low; 290,000 compounds, 0.67% hits; in the data active = activity change below about -30%; also: % is scaled to controls: 0 for no effect and ±100 for the full control effect
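First, compound is pin-transferred into glyceraldehyde-3-phosphate coupling-enzyme reagent at 57.5 uM final and held 10 min at RT. Next, substrate, coupling system and AmpLite Red are added. After 20 min RT, fluorescence (525/598 nm) is read.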
Chronic BCR inh = qHTS Assay to Find Inhibitors of Chronic Active B-Cell Receptor Signaling. 340,000 compounds, 0.05% hits. Potency, µM (highest dose often 46.1 µM), for inactives: at the highest dose ratio change, negative = lower green/red ratio, actives largely listed as inhibitors. ABC-DLBCL IkBa-CBG/CBR reporter, luminescence ratio, 4 h; active = well fitted inhibition curve with a large enough effect in the signal ratio, with a control signal flat, not every such curve was filed as active; inconclusive = small, poorly fitted or top-dose-only effect, or effect the other way, or a change in a side signal; the % refers to the signal ratio;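 also: potency is read from the fitted curve at half-maximal effect; plate controls were basal doxycycline-induced cells for no effect and cells given 10 µM MG132 for full effect; MG132 reads +100%, hits lower the ratio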
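Cell line TMD8 (human ABC DLBCL), stably expressing tet-inducible CBG68-IkBa fusion and CBR; IMDM/0.5% FBS; cpd up to 46 uM; dox induction, 4 h, 37C/5% CO2; dual luminescence; green/red ratio; MG132 control.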
An asterisk follows results filed as active; ? = inconclusive; · = not tested or not shown; [ ] = remark or other dose. Unless noted, calls follow the shape of the dose curve; as a rule, active = well fitted curve in the direction sought with a large enough effect; inconclusive = small, poorly fitted or top-dose-only effect, or another doubt; inactive = no such curve, though single readings can be large; an effect the other way counts as inactive or inconclusive. An excerpt. The share of hits here may be higher or lower than overall.

SMILES | PKM2 act | Menin-MLL TR inh | GALK inh | Tb PFK inh | B2AR arrestin | Integrin act MD | ASM inhibitor | PTAP TSG101 blk | Giardia killer | FBPA coupling cs | Chronic BCR inh
O=S(=O)(NCC(c1ccco1)N1CCCCC1)c1cccc(C(F)(F)F)c1 (stereo not given) | · | · | · | -5% | 0.0% | 12% | 7% | -5% | -22 | · | -1%
CCOC(=O)C(C)n1cnc2c(nnn2Cc2ccc(C)cc2)c1=O (stereo not given) | -7% | -18% | 2% | 0% | -0.6% | 2% | 0% | · | -19 | 3 | ?
COc1ccc(Nc2nc(N)nc(CSc3nc(C)cc(C)n3)n2)cc1 | 2% | 11% | 5% | -1% | -0.9% | ? | -1% | -8% | 24 | 0 | ?
CCOc1cc(Br)ccc1S(=O)(=O)NCc1ccccc1 | -1% | 9% | -1% | -3% | -0.1% | 31% | 0% | -6% | -9 | -3 | -2%
Cc1onc(-c2ccccc2Cl)c1C(=O)NCc1nc(-c2ccc(C(F)(F)F)cc2)no1 | -13% | · | · | 0% | -0.6% | -1% | -11% | -4% | -1 | -8 | -7%
COCCOC(=O)c1c(C)nc(SCC(=O)Nc2ccc(C)cc2)c(C#N)c1-c1ccco1 | 3% | 10% | -2% | 1% | 0.1% | -32% | -7% | -1% | -11 | -3 | -2%
CC[C@@H]1C=C(C)C[C@H](C)C[C@H](OC)[C@H]2O[C@@](O)(C(=O)C(=O)N3CCCC[C@H]3C(=O)O[C@H](/C(C)=C/[C@@H]3CC[C@@H](O)[C@H](OC)C3)[C@H](C)[C@@H](O)CC1=O)[C@H](C)C[C@@H]2OC | -1% | ? | · | -4% | 4.7% | · | · | · | · | -1 | ?
CCOc1ccc(C(=O)COc2ccc(NC(C)=O)cc2)cc1 | 5% | -14% | 2% | -1% | -1.0% | 2% | -7% | -11% | -12 | 0 | -5%
CCOC(=O)COc1ccc(Br)cc1/C=C\c1[nH]c(=O)[nH]c(=O)c1[N+](=O)[O-] | -3% | 45%[activator] | -7% | 5% | 1.3% | -8% | -1% | -2% | -1 | 8 | ?
COc1ccc(-c2sc3cc4c(cc3c2C#Cc2cncn2C)OCO4)cc1 | · | · | · | -2% | 0.3% | ? | 96%[activator] | -7% | 5 | · | ?
COc1ccc(-c2cc3nc(C)c(CCC(=O)NCc4ccc(F)cc4)c(C)n3n2)c(OC)c1 | 3% | 2% | -1% | -2% | -0.2% | 0% | 11% | 1% | 0 | -2 | ?
CCn1cc(C(=O)NCc2ccc(C)cc2)c(=O)c2cc(S(=O)(=O)N(C)C)ccc21 | · | 13% | -3% | -18% | 0.0% | 13% | -8% | -5% | -3 | -6 | 1%
CCC(CC)N1CCN(S(=O)(=O)c2ccc(OC)cc2)CC1 | 5% | -4% | 1% | 1% | -0.4% | -5% | -1% | 1% | -3 | -3 | 6%
CCCSc1nc(N2CCOCC2)c2c(c1C#N)CC(C)(C)SC2 | 0% | -5% | 0% | -3% | 0.3% | -4% | -6% | -3% | 0 | -2 | ?
CN(C(=O)COc1ccc([N+](=O)[O-])cc1)C1CCS(=O)(=O)C1 (stereo not given) | -2% | -2% | 1% | -1% | 0.4% | -8% | -1% | -3% | 22 | 3 | -5%
Cc1ccc(NCC(=O)N/N=C/c2cccn2C)cc1 | -10% | · | 3% | -8% | -0.4% | ? | 3% | 5% | -10 | -4 | -11%
COc1ccc(CC(=O)NNC(=O)CCC(=O)Nc2cc(C)ccc2C)cc1 | -6% | ? | 2% | 0% | 0.3% | 12% | -2% | 1% | -18 | -1 | -3%
COc1ccccc1CNC(=O)N1CCN(S(=O)(=O)c2ccc(Cl)cc2)CC1 | 20% | ? | 1% | 0% | 0.4% | 10% | 1% | -10% | -17 | 0 | 0%
C/C(CC(=O)Nc1ccc(Cl)c(C(F)(F)F)c1)=N\NC(N)=S | 2% | 2% | 9% | 0% | -0.2% | -25% | -2% | -2% | 4 | 2 | ?
Cc1ccc(N2C(=O)c3ccccc3C2C(=O)c2ccc(C)c(C)c2O)cc1 (stereo not given) | 22% | · | 2% | -23% | 5.6% | -12% | -9% | -6% | -4 | -2 | ?
CN(C)c1nc(NN)nc(Nc2ccc(F)cc2)n1 | · | -29% | 1% | 6% | 5.9% | 14% | 0% | -1% | -12 | -4 | 7%
Cc1sc2ncn(CC(=O)OCC(=O)NC(C)(C)C)c(=O)c2c1C | -1% | -3% | 9% | -3% | -0.9% | 20% | 5% | -2% | -4 | 1 | -5%
C=CCn1c(SCC(=O)c2cc(C)n(C)c2C)nnc1-c1ccncc1 | 7% | 0% | 10% | -3% | 0.0% | 8% | 6% | -2% | 1 | 1 | 5%
CCOc1ccc(C(C)=O)cc1COC(=O)c1cccnc1SC | 2% | 9% | 1% | 0% | 0.1% | -4% | -3% | -1% | 4 | 1 | -2%
CC(C)n1cc(-c2nc(C(=O)NN)cs2)c(=O)n(Cc2ccccc2)c1=O | 1% | · | · | -1% | 0.2% | 3% | -3% | -1% | 1 | -2 | 4%
O=C(Nc1cccc([N+](=O)[O-])c1)C1CCN(C(=O)Cc2ccccc2)CC1 | -5% | ? | -3% | -3% | -0.3% | 7% | -1% | · | 2 | 1 | -1%
CCOc1ccc(Cc2nnc(SCC(=O)Nc3ccc(OC)cc3)n(N)c2=O)cc1 | · | · | · | -2% | -1.0% | 6% | · | 2% | -7 | · | -5%
COc1cc(C(=S)N2CCOCC2)ccc1OS(=O)(=O)c1ccccc1[N+](=O)[O-] | 0% | ? | 0% | -2% | -0.6% | -33% | 0% | -4% | 6 | 3 | ?
CCCn1nnc(NC(=O)C(C)Oc2ccc(Cl)cc2Cl)n1 (stereo not given) | -14% | 12% | -1% | 9% | 0.4% | -9% | -3% | -5% | 2 | 3 | 0%
Cc1cc(N2C(=O)CCC2=O)ccc1NC(=O)c1cccs1 | 0% | -1% | -1% | -5% | 0.3% | 1% | -2% | -1% | 12 | 0 | -9%
O=C(OCC(=O)N1CCCc2ccccc21)c1cc(S(=O)(=O)N2CCOCC2)ccc1F | · | · | · | 0% | 0.1% | 2% | -3% | -6% | -17 | · | -1%
CCc1cc2cc(C)cc(C)c2nc1SCC(=O)Nc1cc(C)on1 | 0% | -3% | 4% | -3% | -0.7% | 1% | 0% | -1% | 8 | 9 | 10%
Cn1nc(C(=O)NC2CCCCC2)c2ccccc2c1=O | 7% | 35%[activator] | 1% | -2% | -0.3% | 0% | 3% | -4% | -17 | 2 | 4%
COC(=O)c1c(NC(=O)CN2C(=O)C(=O)N(C(C)C)C2=O)sc(C)c1C | · | · | · | -6% | 0.1% | 16% | -7% | -4% | 7 | · | 0%
COc1ccc(/C=C/C(=O)N2CCN(c3ccccn3)CC2)c2ccccc12 | 1% | 10% | -1% | -1% | -0.2% | -24% | 3% | -4% | 15 | 0 | -21%
Cc1ccc(NC(=O)CSc2ccccc2)cc1S(=O)(=O)N1CCOCC1 | · | · | · | -3% | -1.9% | 21% | · | -1% | -10 | · | 7%
Cc1c(NC(=O)Nc2ccc(C(C)C)cc2)c(=O)n(-c2ccccc2)n1C | 2% | · | -7% | 2% | 0.2% | 16% | 5% | 1% | -16 | · | -2%
Cc1sc2ncnc(SCC(=O)N3CCCC3)c2c1C | 3% | 7% | 3% | -6% | -0.1% | -1% | -1% | -6% | 1 | -1 | -8%
O=C(NCc1ccccn1)c1cccc([N+](=O)[O-])c1 | -2% | 28% | 3% | -4% | -0.6% | -23% | -2% | -7% | -12 | -1 | -14%
Oc1ccc(CN2CCc3ccccc3C2)c2cccnc12 | -1% | -14% | 3% | · | · | -62%[inhibitor] | 2% | -4% | -7 | -5 | ·

Screening data deposited in PubChem BioAssay by National Center for Advancing Translational Sciences (NCATS).
